T cruzi intra – blocks T. cruzi growth inside host cells; AID 651903; intracellular Trypanosoma cruzi in host cells, plate reader; actives 4.9% (n = 22,000); activity score (inhibition), % at 5.01 µM; in the data active = activity score above about 55%;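 note: parasites and compound incubated about four days before reading; 0% = median of neutral control wells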
INS-1E ATP HTS – rescue of cytokine-induced death in INS-1E beta cells | protection from cytokine-induced ATP loss, % at 10 µM | actives 0.1% (n = 20,000) | AID 488910 | INS-1E cytokine-induced death, ATP luminescence, 48 h; normalised: neutral wells 0, positive control 100;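 active = mean replicate protection from cytokine-induced ATP loss at least 50% and at least 75% of replicates each reaching 50%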
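Assay system: INS-1E rat cells / Quantity: 8000 cells per well / Medium: RPMI without phenol red, 5% FBS / Probe or stimulus: three-cytokine cocktail (IFN-γ, TNF-α, IL-1β) / Dosing: one compound concentration, pin transfer / Timing: 48 h co-treatment, 10 min post-lysis read / Technique: CellTiter-Glo luminescence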
* hit, by the source's call; nt = no result given.

SMILES | T cruzi intra | INS-1E ATP HTS
C[C@@H]1CN([C@H](C)CO)C(=O)c2cc(NS(=O)(=O)c3cccs3)ccc2O[C@@H]1CN(C)CC1CCCCC1 | 9.4 | 6.1
C[C@H](CO)N1C[C@H](C)[C@@H](CN(C)C(=O)Nc2cccc3ccccc23)Oc2ccc(NC(=O)Cc3ccccc3)cc2C1=O | 6.1 | -2.3
C[C@@H]1CN([C@@H](C)CO)C(=O)c2cc(NC(=O)CCN3CCOCC3)ccc2O[C@@H]1CN(C)CC1CCCCC1 | -17.8 | -3.0
CNC[C@H]1Oc2ccc(NC(=O)c3ccncc3)cc2CC(=O)N([C@H](C)CO)C[C@H]1C | -0.9 | 3.9
CC(C)NC(=O)N(C)C[C@@H]1Oc2ccc(NC(=O)Nc3ccc(C(F)(F)F)cc3)cc2CC(=O)N([C@H](C)CO)C[C@H]1C | -10.9 | 2.7
C[C@@H]1CN([C@H](C)CO)C(=O)c2cccc(NS(=O)(=O)c3cn(C)cn3)c2O[C@H]1CN(C)S(=O)(=O)c1ccccc1 | -1.4 | -1.3
O=C(NO)c1cccc(C(=O)N/N=C/c2cccc(Br)c2)c1 | 0.6 | -8.7
C/C=C(C)\C=N\NC(=O)CCCCCCC(=O)Nc1ccccc1O | 0.7 | 12.2
C[C@@H]1CN([C@H](C)CO)C(=O)Cc2cc(NC(=O)c3ccncc3)ccc2O[C@@H]1CN(C)S(=O)(=O)c1cccs1 | -6.9 | 3.9
C[C@@H]1CN([C@@H](C)CO)C(=O)c2cc(NS(=O)(=O)c3ccc(F)cc3)ccc2O[C@@H]1CN(C)Cc1ccc(C(=O)Nc2ccccc2N)cc1 | 31.1 | 17.2
C[C@H]1CN([C@@H](C)CO)C(=O)Cc2cc(NC(=O)Cc3cn(C)c4ccccc34)ccc2O[C@@H]1CN(C)Cc1ccc(C(=O)O)cc1 | -16.9 | 12.6
Cc1ccc(S(=O)(=O)Nc2cccc3c2O[C@@H](CN(C)Cc2ccc(C(=O)Nc4ccccc4N)cc2)[C@H](C)CN([C@@H](C)CO)C3=O)cc1 | 55.4* | -5.7
C[C@@H]1CN([C@H](C)CO)C(=O)c2cc(NC(=O)Nc3ccc4c(c3)OCO4)ccc2O[C@H]1CN(C)S(=O)(=O)c1cn(C)cn1 | -10.9 | 4.0
Cc1noc(C)c1NC(=O)Nc1cccc2c1O[C@H](CN(C)C(=O)Nc1ccc3c(c1)OCO3)[C@@H](C)CN([C@H](C)CO)C2=O | 27.0 | 13.6
Cc1cccc(CN(C)C[C@H]2OCc3cnnn3CCCC(=O)N([C@H](C)CO)C[C@@H]2C)c1 | 19.3 | 1.4
Cc1noc(C)c1NC(=O)N(C)C[C@H]1Oc2ccc(NC(=O)CCC(F)(F)F)cc2CC(=O)N([C@H](C)CO)C[C@H]1C | -14.6 | 0.5
C[C@H]1CN([C@@H](C)CO)C(=O)c2cccc(NC(=O)c3ccc(-c4nccs4)cc3)c2O[C@@H]1CN(C)Cc1ccc(C(=O)Nc2ccccc2N)cc1 | 75.1* | 24.9
C[C@H]1CN([C@@H](C)CO)C(=O)c2cccc(NC(=O)Nc3ccccc3)c2O[C@@H]1CN(C)Cc1ccc(Oc2ccccc2)cc1 | 33.8 | -26.6
C[C@@H]1CN([C@@H](C)CO)C(=O)c2cccc(NC(=O)C3CC3)c2O[C@H]1CN(C)CC1CCCCC1 | 5.3 | -10.9
C[C@H]1CN([C@@H](C)CO)C(=O)c2cc(N(C)C)ccc2O[C@@H]1CN(C)S(C)(=O)=O | -10.3 | -1.0
C[C@@H]1CN([C@@H](C)CO)C(=O)c2cc(NS(=O)(=O)c3ccc(Cl)cc3)ccc2O[C@@H]1CN(C)C(=O)Nc1ccc2c(c1)OCO2 | 0.5 | -9.3
COc1ccc(NC(=O)Nc2cccc3c2O[C@H](CN(C)S(=O)(=O)c2ccc(F)cc2)[C@@H](C)CN([C@H](C)CO)C3=O)cc1 | 69.7 | 7.2
C[C@H]1CN([C@@H](C)CO)C(=O)c2cc(NC(=O)c3ccncc3)ccc2O[C@H]1CN(C)Cc1ccc(Oc2ccccc2)cc1 | 2.3 | 4.1
C[C@H]1CN([C@@H](C)CO)C(=O)c2cc(NC(=O)C3CCCCC3)ccc2O[C@H]1CN(C)S(=O)(=O)c1ccc(Cl)cc1 | 15.4 | nt
C[C@H](CO)N1C[C@H](C)[C@H](CN(C)Cc2ccc3c(c2)OCO3)Oc2ccc(NC(=O)Nc3cccc4ccccc34)cc2CC1=O | 31.4 | -26.5

Additional records:
SMILES | T cruzi intra | INS-1E ATP HTS
C[C@H]1CN([C@@H](C)CO)C(=O)Cc2cc(NS(=O)(=O)c3ccc(F)cc3)ccc2O[C@H]1CN(C)C | -22.0 | 0.5
C[C@@H]1CN([C@@H](C)CO)C(=O)c2cc(NC(=O)c3ccncc3)ccc2O[C@@H]1CN(C)S(=O)(=O)c1ccc(Cl)cc1 | -13.7 | -0.8
C[C@H](CO)N1C[C@H](C)[C@H](CN(C)Cc2ccncc2)Oc2ccc(NC(=O)CCCCCC(=O)Nc3ccccc3N)cc2C1=O | -17.1 | 5.4
Cc1noc(C)c1NC(=O)Nc1cccc2c1O[C@@H](CN(C)Cc1ccc3c(c1)OCO3)[C@@H](C)CN([C@@H](C)CO)C2=O | -1.6 | -9.4
C[C@@H]1CN([C@@H](C)CO)C(=O)c2cc(NC(=O)Nc3ccc(F)cc3)ccc2O[C@H]1CN(C)Cc1ccc(C(=O)O)cc1 | -17.5 | 6.6
C[C@H](CO)N1C[C@H](C)[C@H](CN(C)Cc2ccc(Cl)c(Cl)c2)Oc2ccc(NC(=O)C3CCCCC3)cc2C1=O | 3.6 | -18.8
C[C@@H]1CN([C@H](C)CO)C(=O)c2cccc(NC(=O)Nc3ccc4c(c3)OCO4)c2O[C@H]1CN(C)Cc1ccc(Cl)c(Cl)c1 | 29.8 | -11.2
C[C@H]1CN([C@@H](C)CO)C(=O)c2cc(NC(=O)Cn3cnnn3)ccc2O[C@H]1CN(C)C(=O)Nc1ccc(F)cc1 | -13.7 | 5.1
C[C@@H]1CCCCO[C@H](CN(C)C(=O)Cc2ccccc2)[C@@H](C)CN([C@H](C)CO)C(=O)c2cc(NC(=O)CCC(F)(F)F)ccc2O1 | 2.9 | -8.8
C[C@@H]1CN([C@H](C)CO)C(=O)c2cc(NC(=O)CCN3CCOCC3)ccc2O[C@H]1CN(C)S(=O)(=O)c1cccs1 | -13.4 | -6.0
C[C@@H]1CN([C@@H](C)CO)C(=O)c2cccc(NS(C)(=O)=O)c2O[C@H]1CN(C)CC1CC1 | -17.2 | -0.1
C[C@H]1CN([C@@H](C)CO)C(=O)c2cccc(NS(=O)(=O)c3ccc(F)cc3)c2O[C@@H]1CN(C)S(=O)(=O)c1cn(C)cn1 | -33.8 | 10.5
C[C@@H]1CN([C@H](C)CO)C(=O)c2cc(NS(C)(=O)=O)ccc2O[C@@H]1CN(C)Cc1ccc(C(=O)Nc2ccccc2N)cc1 | -20.5 | 7.9
C[C@H](CO)N1C[C@H](C)[C@H](CN(C)S(=O)(=O)c2ccc(Cl)cc2)Oc2c(NC(=O)C3CCOCC3)cccc2C1=O | -49.8 | 6.8
Cc1cccc(CN(C)C[C@@H]2Oc3ncc(-c4ccc(F)cc4)cc3C(=O)N([C@H](C)CO)C[C@@H]2C)c1 | 33.9 | nt
C[C@H](CO)N1C[C@H](C)[C@@H](CN(C)S(=O)(=O)c2ccc(Cl)cc2)Oc2c(NC(=O)c3ccncc3)cccc2C1=O | 4.7 | 8.4
CC(C)NC(=O)Nc1ccc2c(c1)C(=O)N([C@@H](C)CO)C[C@H](C)[C@H](CN(C)Cc1ccc(C(=O)O)cc1)O2 | -4.9 | -6.7
C[C@@H]1CN([C@@H](C)CO)C(=O)c2cccc(NC(=O)CCCCCC(=O)Nc3ccccc3N)c2O[C@@H]1CN(C)Cc1ccc2c(c1)OCO2 | 40.0 | 2.5
C[C@H]1CN([C@@H](C)CO)C(=O)c2cc(NC(=O)Cc3ccccc3)ccc2O[C@H]1CN(C)Cc1ccc(-c2ccccc2)cc1 | 21.3 | nt
C[C@H]1CN([C@@H](C)CO)C(=O)Cc2cc(NS(=O)(=O)c3ccc(Cl)cc3)ccc2O[C@@H]1CN(C)Cc1ccc2c(c1)OCO2 | 49.7 | -16.4
COc1ccc(NC(=O)N(C)C[C@@H]2Oc3c(NC(=O)C4CC4)cccc3C(=O)N([C@@H](C)CO)C[C@H]2C)cc1 | 9.0 | 13.2
C[C@@H]1CCCCO[C@@H](CN(C)C(=O)Nc2ccc(C(F)(F)F)cc2)[C@@H](C)CN([C@H](C)CO)C(=O)c2cc(NS(=O)(=O)c3cn(C)cn3)ccc2O1 | -1.7 | -0.8
C[C@H](CO)N1C[C@H](C)[C@H](CN(C)C(=O)Nc2ccc(F)cc2)Oc2c(NS(=O)(=O)c3ccc(F)cc3)cccc2C1=O | 32.9 | -4.3
C[C@H]1CN([C@@H](C)CO)C(=O)c2cccc(NC(=O)Nc3cccc4ccccc34)c2O[C@H]1CN(C)S(C)(=O)=O | 5.3 | 0.4
C[C@H](CO)N1C[C@H](C)[C@H](CN(C)C(=O)NC2CCCCC2)Oc2ccc(NC(=O)Nc3ccc(C(F)(F)F)cc3)cc2CC1=O | 6.6 | -6.5

(more compounds)
SMILES | T cruzi intra | INS-1E ATP HTS
Cc1ccc(S(=O)(=O)Nc2cccc3c2O[C@@H](CN(C)Cc2ccc(C(=O)Nc4ccccc4N)cc2)[C@@H](C)CN([C@H](C)CO)C3=O)cc1 | 57.2* | 4.6
C[C@@H]1CN([C@H](C)CO)C(=O)Cc2cc(NS(=O)(=O)c3cn(C)cn3)ccc2O[C@@H]1CN(C)S(=O)(=O)c1cn(C)cn1 | -34.1 | 9.2
Cc1ccc(S(=O)(=O)N(C)C[C@@H]2Oc3ccc(NC(=O)Nc4c(C)noc4C)cc3C(=O)N([C@H](C)CO)C[C@@H]2C)cc1 | -9.9 | nt
C[C@H](CO)N1C[C@H](C)[C@@H](CN(C)S(C)(=O)=O)Oc2c(NC(=O)CCCCCC(=O)Nc3ccccc3N)cccc2C1=O | -29.6 | -3.4
COc1cccc(-c2cnc3c(c2)C(=O)N([C@H](C)CO)C[C@H](C)[C@H](CN(C)S(=O)(=O)c2ccc(C#N)cc2)O3)c1 | 22.0 | -17.4
C[C@@H]1CN([C@H](C)CO)C(=O)c2cccc(NC(=O)c3ccc(-c4nccs4)cc3)c2O[C@H]1CN(C)S(=O)(=O)c1ccc(F)cc1 | 14.9 | -0.9
Cc1noc(C)c1NC(=O)Nc1ccc2c(c1)C(=O)N([C@H](C)CO)C[C@@H](C)[C@H](CN(C)Cc1ccc3c(c1)OCO3)O2 | -15.8 | -3.6
C[C@H](CO)N1C[C@H](C)[C@@H](CN(C)S(=O)(=O)c2ccc(Cl)cc2)Oc2ccc(NC(=O)C3CCCCC3)cc2C1=O | 5.5 | nt
C[C@@H]1CN([C@@H](C)CO)C(=O)CCCn2cc(nn2)CO[C@H]1CN(C)CC1CCCCC1 | -33.7 | nt
C[C@@H]1CN([C@H](C)CO)C(=O)c2cccc(NC(=O)Nc3ccccc3)c2O[C@H]1CN(C)S(=O)(=O)c1cn(C)cn1 | -1.9 | -1.8
C[C@@H]1CN([C@@H](C)CO)C(=O)c2cc(NC(=O)CCN3CCOCC3)ccc2O[C@@H]1CN(C)C(=O)Nc1ccc(F)cc1 | -6.0 | 1.1
CC(C)NC(=O)N(C)C[C@H]1Oc2c(NC(=O)C3CC3)cccc2C(=O)N([C@@H](C)CO)C[C@@H]1C | -6.6 | 5.2
C[C@@H]1CN([C@H](C)CO)C(=O)c2cc(NC(=O)C3CCCCC3)ccc2O[C@H]1CN(C)Cc1ccc(Cl)c(Cl)c1 | 28.8 | -12.3
C[C@@H]1CN([C@@H](C)CO)C(=O)CCCn2nncc2CO[C@@H]1CN(C)S(=O)(=O)c1ccc2ccccc2c1 | -11.3 | nt
O=C(N/N=C/c1ccc2c(c1)CCO2)c1ccccn1 | -0.4 | -4.3
COc1cccc(S(=O)(=O)N(C)C[C@H]2OCc3cn(nn3)CCCC(=O)N([C@H](C)CO)C[C@@H]2C)c1 | -25.6 | 3.4
C[C@H](CO)N1C[C@H](C)[C@H](CN(C)Cc2ccncc2)Oc2c(NC(=O)C3CCCCC3)cccc2C1=O | -25.1 | 3.7
C[C@@H]1CCCCO[C@@H](CN(C)S(=O)(=O)c2cn(C)cn2)[C@@H](C)CN([C@H](C)CO)C(=O)c2cc(NC(=O)CCC(F)(F)F)ccc2O1 | -22.3 | 6.7
CC(C)NC(=O)Nc1ccc2c(c1)CC(=O)N([C@H](C)CO)C[C@H](C)[C@H](CN(C)Cc1ccc(C(=O)Nc3ccccc3N)cc1)O2 | 68.1* | 5.5

Individual results from the list.
In INS-1E ATP HTS, COc1cccc(S(=O)(=O)N(C)C[C@H]2OCc3cn(nn3)CCCC(=O)N([C@H](C)CO)C[C@@H]2C)c1 shows 3.4
In INS-1E ATP HTS, C[C@@H]1CN([C@@H](C)CO)C(=O)c2cc(NC(=O)CCN3CCOCC3)ccc2O[C@@H]1CN(C)C(=O)Nc1ccc(F)cc1 shows 1.1
In INS-1E ATP HTS, C[C@H](CO)N1C[C@H](C)[C@H](CN(C)Cc2ccncc2)Oc2c(NC(=O)C3CCCCC3)cccc2C1=O shows 3.7
In INS-1E ATP HTS, C[C@H](CO)N1C[C@H](C)[C@@H](CN(C)S(C)(=O)=O)Oc2c(NC(=O)CCCCCC(=O)Nc3ccccc3N)cccc2C1=O shows -3.4

Full records from above. Order of values: T cruzi intra | INS-1E ATP HTS
C[C@H]1CN([C@@H](C)CO)C(=O)c2cccc(NC(=O)Nc3cccc4ccccc34)c2O[C@H]1CN(C)S(C)(=O)=O reads 5.3 | 0.4
C[C@@H]1CN([C@@H](C)CO)C(=O)CCCn2cc(nn2)CO[C@H]1CN(C)CC1CCCCC1 reads -33.7 | nt

Screening results deposited in PubChem by Broad Institute.
